Compound activity from PubChem.
LYP act: activators of human LYP (PTPN22) phosphatase | activation, % at 2 µM | Q9Y2R2 | hit rate 0.11% among 96,000 | recombinant LYP, DiFMUP fluorescence; 0 = plate median, 100 = signal doubled;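 active means activation at 2 µM above a set limit, the mean plus 5 SD, cut at about 37% in these data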
LYP inh 2: inhibitors of human LYP (PTPN22) phosphatase | inhibition, % at 2 µM | AID 640 | Q9Y2R2 | hit rate 0.21% among 96,000 | recombinant LYP catalytic domain, DiFMUP fluorescence;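 active means inhibition at 2 µM at or above a set limit, the screen mean plus 3 SD, cut at about 24% in these data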;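 further: 0% = DMSO with enzyme and 100% = enzyme fully blocked by orthovanadate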
Rev-RRE block: HIV Rev-RRE protein-RNA interaction inhibition. Rev peptide-RRE RNA binding, FRET. AID 704. inhibition, % at 8 µM. hit rate 0.79% among 97,000;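 active means inhibition above the screen-wide mean plus 3 SD, cut at about 35% in these data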;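 further: 0% = median DMSO wells and 100% = median Neomycin B control wells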
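assay system = Cy5-tagged RRE RNA duplex with fluorescein-tagged Rev peptide | incubation = 5 + 15 min at 25 °C | also added = labelled Rev peptide | measure = % inhibition of FRET ratio versus controls | benchmarks = DMSO wells as 0% and neomycin B wells as 100% inhibition | measured by = FRET fluorescence readout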
PTK2B oligo ant: Pyk2 (human) oligomerization antagonism. Q14289. hit rate 0.83% among 99,000. z-score (the deposit names both 25 µM and 10 µM). AID 1347419. Q293 cells, Pyk2 FERM NanoBiT luminescence; stronger effect = lower value;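 active means Z-score of -3 or lower, scaled per plate to the spread of control and sample wells; inactive means z-score above -3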;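 further: negative z-score means lost luminescence so less FERM oligomerization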
Target sequence (Q14289 whole entry, looked up): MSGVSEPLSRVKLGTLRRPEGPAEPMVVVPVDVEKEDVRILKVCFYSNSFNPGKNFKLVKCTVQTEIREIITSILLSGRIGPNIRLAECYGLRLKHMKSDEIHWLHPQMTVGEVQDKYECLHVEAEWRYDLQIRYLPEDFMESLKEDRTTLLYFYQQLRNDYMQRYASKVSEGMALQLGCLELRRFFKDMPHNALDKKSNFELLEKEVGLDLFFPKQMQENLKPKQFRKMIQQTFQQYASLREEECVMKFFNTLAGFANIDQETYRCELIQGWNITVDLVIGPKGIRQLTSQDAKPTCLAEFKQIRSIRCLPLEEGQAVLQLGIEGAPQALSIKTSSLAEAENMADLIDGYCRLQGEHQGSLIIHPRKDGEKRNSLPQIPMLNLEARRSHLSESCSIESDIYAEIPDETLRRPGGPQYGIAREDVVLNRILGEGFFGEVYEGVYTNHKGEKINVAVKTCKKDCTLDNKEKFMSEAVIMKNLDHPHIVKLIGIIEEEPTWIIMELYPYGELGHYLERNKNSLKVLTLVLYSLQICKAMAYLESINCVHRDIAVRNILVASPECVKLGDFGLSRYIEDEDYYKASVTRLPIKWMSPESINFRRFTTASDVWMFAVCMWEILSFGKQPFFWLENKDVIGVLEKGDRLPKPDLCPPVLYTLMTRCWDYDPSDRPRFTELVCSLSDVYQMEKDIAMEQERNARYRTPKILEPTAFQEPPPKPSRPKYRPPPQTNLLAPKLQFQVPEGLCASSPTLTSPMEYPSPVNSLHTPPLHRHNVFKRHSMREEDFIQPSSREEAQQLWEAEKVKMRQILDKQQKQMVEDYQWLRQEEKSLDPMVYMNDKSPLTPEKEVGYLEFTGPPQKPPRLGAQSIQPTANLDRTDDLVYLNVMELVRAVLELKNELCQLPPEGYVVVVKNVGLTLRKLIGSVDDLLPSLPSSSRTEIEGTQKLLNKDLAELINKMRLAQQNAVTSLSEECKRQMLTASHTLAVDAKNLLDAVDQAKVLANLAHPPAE
cytoskel mod: alters cytoskeleton assembly in HUVEC cells; HUVEC TNFa F-actin phalloidin imaging, high content; inhibition, % at 2 µM; hit rate 0.18% among 91,000; AID 836;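 active means inhibition above the batch mean plus 3 SD and confirmed as a hit by visual image inspection, cut at about 30% in these data, passing the limit was not always enough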; further: strong numbers were not always called active
Plk1 PBD FP: blocks phosphopeptide binding to human Plk1 polo box domain | P53350 | Plk1 PBD phosphopeptide binding, fluorescence polarization | inhibition, %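 (tested at about 20 µM)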 | hit rate 0.13% among 97,000 | AID 693; in the data active means inhibition above about 34%, passing the limit was not always enough
EphB4 antag: antagonists of human EphB4-ephrin-B2 interaction; P54760; EphB4 LBD / TNYL-RAW-Alexa532 peptide, fluorescence polarization; inhibition, % at 7 µM; hit rate 0.15% among 97,000; AID 720;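 active means inhibition above the screen-wide mean inhibition plus 3 SD, cut at about 15% in these data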;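 further: 0% = DMSO wells and 100% = excess unlabeled TNYL-RAW peptide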
PLK1 inh: blocks human PLK1 kinase activity; recombinant PLK1 kinase, TR-FRET peptide phosphorylation; inhibition, % at 10 µM; hit rate 0.53% among 97,000;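 active means inhibition of 50% or more in the single-concentration screen; inactive means inhibition below 50%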;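 further: 0% = DMSO max control and 100% = H-89 dihydrochloride min control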
FAK inh: blocks human focal adhesion kinase activity. biochemical FAK kinase activity assay. inhibition, %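 (tested at 7 µM)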. hit rate 0.84% among 97,000; in the data active means inhibition above about 19%;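 further: 0% = DMSO and 100% = reference compound high control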
The depositor's hits bear a star; . = not tested or not shown; [ ] = remark or other dose.

SMILES	LYP act	LYP inh 2	Rev-RRE block	PTK2B oligo ant	cytoskel mod	Plk1 PBD FP	EphB4 antag	PLK1 inh	FAK inh
COc1ccc(N2C(=O)CSC23C(=O)Nc2ccccc23)cc1OC (stereo not given)	-7	6	9	0.33	0	-4	11	-4	9
O=C(O)C1CCC(=O)N1C1c2ccccc2Oc2ccccc21 (stereo not given)	9	-9	3	.	-5	10	-8	-12	3
CN1/C(=C\C(=O)c2ccco2)C(C)(C)c2ccccc21	8	-12	11	-0.29	28	24	-3	-8	-3
COc1ccc(NC(=O)CSc2nnc(CNC(=O)COc3ccc(Cl)cc3)o2)c(OC)c1	-7	7	4	0.12	-16	-34	1	4	0
Cc1c(C)c2c(C)[nH]nc2oc1=O	-1	-1	6	0.54	26	-10	3	-9	0
C/C(=N/NC(=O)c1cccs1)c1ccc(NC(=O)COc2ccc(Cl)cc2)cc1	0	-3	4	2.2	-20	-5	0	-13	-2
Cn1cccc1C(C(=O)NC1CCCCC1)N(C(=O)Cc1cccs1)C1CC1 (stereo not given)	7	-6	0	0.86	8	11	-2	-7	3
COc1ccc2cc(C#N)c(SCC(=O)N3CCCC3)nc2c1	1	-2	-2	-0.83	11	18	2	-4	-1
CCN(CC)S(=O)(=O)c1ccc(C(=O)NCc2ccc3c(c2)cc(C)n3C)cc1	-4	0	9	.	17	9	5	-20	7
C=CCN1C(=O)C2(C(C#N)=C(N)Oc3n[nH]c(CCC)c32)c2ccccc21 (stereo not given)	-3	0	-3	1.1	-4	-7	0	-8	0
Cc1nnc(N2C(=O)C(O)=C(C(=O)c3ccco3)C2c2ccc(C(C)(C)C)cc2)s1 (stereo not given)	2	-7	92*[fluorescence artefact?]	-0.97	-9	-23	-3	-1	-2
c1ccc(COc2ccccc2CNCc2cccnc2)cc1	9	-9	2	-0.54	-5	0	-7	-5	3
O=C(Nc1ccccc1C(=O)N1CCNCC1)c1ccco1	6	-9	5	.	-26	11	3	-4	1
O=C(CN1C(=O)C(=O)c2ccccc21)NC1CCCCC1	-4	1	3	0.17	.	19	-4	-6	1
O=C(Nc1ncn[nH]1)c1c(Cl)ccc(Cl)c1Cl	-1	0	3	0.08	-7	10	4	21	0
COc1ccc(-c2cc3n(n2)CCc2nc4ccccc4n2-3)cc1	17	-12	-4	-0.37	.	16	-7	16	2
CCOC(=O)COc1ccc(S(=O)(=O)Nc2cccc(SC)c2)cc1	-10	9	13	0.87	-10	6	-4	-8	3
Cc1ccccc1OCC(O)Cn1c(NCCN(C)C)nc2c1c(=O)n(C)c(=O)n2C (stereo not given)	-5	2	1	.	2	7	8	4	-1
O=C(NCCCN1CCc2ccccc2C1)C1CCN(S(=O)(=O)N2CCCC2)CC1	-8	6	9	-0.2	26	14	11	-6	2
Cc1cccc(N2CCN(c3ccc(NC(=O)/C=C(/C(=O)O)c4ccccc4)cc3)CC2)c1	-8	12	4	-1.5	15	-4	0	-5	4
CSc1nc(-c2ccccc2)[nH]c(=S)c1C(C)=O	-7	6	7	0.11	0	4	-5	5	-5
Cc1cc(C)nc(N2CCC(CNC(=O)CCc3ccccc3)CC2)n1	-6	4	1	1.1	-22	1	6	-16	-2
CC(=O)c1cccc(NC(=O)CSCc2ccccc2)c1	-10	10	5	-0.89	-6	5	-2	-1	-1
O=C(Nc1ccc2nc(-c3ccc(Br)o3)[nH]c2c1)c1ccco1	-6	5	5	-0.26	-2	18	0	-13	-2

Three entries from above, ordered by the number in Plk1 PBD FP, high to low:
Compound,Plk1 PBD FP
COc1ccc(-c2cc3n(n2)CCc2nc4ccccc4n2-3)cc1,16
O=C(NCCCN1CCc2ccccc2C1)C1CCN(S(=O)(=O)N2CCCC2)CC1,14
COc1ccc(NC(=O)CSc2nnc(CNC(=O)COc3ccc(Cl)cc3)o2)c(OC)c1,-34

The results go on.
SMILES	LYP act	LYP inh 2	Rev-RRE block	PTK2B oligo ant	cytoskel mod	Plk1 PBD FP	EphB4 antag	PLK1 inh	FAK inh
CCOC(=O)c1sc(N)c(C#N)c1COC(=O)CNC(=O)c1ccccc1	4	-5	51*	-0.67	0	-32	0	-2	-2
NC(=O)C1CCN(C(=O)c2cnn(-c3ccccc3)c2NC(=O)c2ccco2)CC1	-6	5	6	-0.99	14	4	-1	-24	-2
CC(=O)N=C1SC2CS(=O)(=O)CC2N1c1ccccc1Cl (stereo not given)	4	-6	6	0.29	-32	-15	-1	6	-4
COc1ccc(C)cc1NC(=O)c1cc2cc3ccc(C)cc3nc2o1	-1	-2	0	.	19	15	-4	-3	-4
N#Cc1cc(-c2ccc(Cl)cc2)cn(Cc2c(Cl)cccc2Cl)c1=O	.	.	0	0.26	.	1	1	-20	3
Cc1cnc(NC(=O)CSc2ccccc2)s1	17	-13	3	-0.06	5	4	-1	-7	2
COc1ccc2[nH]c(=O)c(CN(Cc3nnnn3CCc3ccccc3)CC3CCCO3)cc2c1 (stereo not given)	8	-9	13	0.37	-13	3	-3	-12	1
COc1cccc(-c2nnc3sc(-c4ccccn4)nn23)c1	2	-4	10	-1.9	-5	-12	4	-2	3
O=C(Nc1ccc(CCC(=O)N2CCCC2)cc1)c1ncn[nH]1	-1	0	7	0.3	.	-11	5	-9	1
COc1ccc(Br)cc1S(=O)(=O)N1CC(C)OC(C)C1 (stereo not given)	8	-7	3	-0.49	3	-12	1	-12	-2
COc1ccc(NC(=O)COC(=O)c2ccc(OCc3c(C)noc3C)cc2)cc1OC	-11	13	13	0.82	8	-16	8	-8	3
Cc1ccc(-c2nc3ccccc3s2)cc1NC(=O)c1ccc2c(c1)OCO2	-4	7	5	-1	-4	-4	8	-27	2
O=C(Nc1nnc(/N=C/c2ccco2)s1)c1ccc(F)cc1	-5	4	7	-0.04	14	-30	1	-17	-1
COc1cc(C)c(C#N)c(OC)n1	6	-8	7	0.93	-19	8	-3	0	-4
CC(C)(C)C(=O)COC(=O)c1cc2ccccc2cc1O	12	-13	3	1.1	0	-22	3	-14	4
CN(C)C(=O)CN(c1ccc(F)c(Cl)c1)S(C)(=O)=O	-15	15	7	-0.31	11	-14	-5	-10	3
COc1cc(/C=N/NC(=O)COc2ccccc2C)ccc1OC(=O)c1cccs1	0	4	9	0.18	7	13	4	-3	1
c1coc(-c2nnc3n2C2(CCCC2)Cc2ccccc2-3)c1	0	-1	5	0.16	15	-10	-15	-6	-1
CC1=N/C(=C\c2ccc([N+](=O)[O-])cc2)C(=O)N1c1cc(Cl)ccc1C	-8	10	7	0.78	0	7	-2	-6	-4
CCc1c(C)sc2nc(SCC(=O)Nc3cc(C)on3)n(CCOC)c(=O)c12	-2	-2	1	-1.4	-1	-17	2	-20	1
Cn1c(SCC(=O)NCc2ccc3c(c2)OCO3)nnc1-c1c[nH]c2ccccc12	12	-16	-2	-0.14	10	4	-4	-1	2
Cc1ccc(SC(C)c2nc(-c3cccnc3)no2)cc1 (stereo not given)	2	-3	17	0.1	-3	3	-2	-14	0
Cc1nn(C)c(C)c1CN(C)C(=O)CCCC(=O)O	6	-6	3	1.5	-2	2	3	-18	1
COC(=O)c1cc(Cl)c(NC(=O)/C=C/c2ccc(Cl)cc2Cl)cc1OC	4	0	2	0.48	17	0	-1	-12	-2
Cc1cc(Cl)ccc1NC(=O)CCCN1C(=O)CCC1=O	-14	15	10	-0.15	12	8	5	-15	0
O=C(NCC(c1cccs1)N1CCOCC1)c1ccc(Br)o1 (stereo not given)	-2	1	-3	0.53	-6	-21	0	-13	0
CN(C)c1ccc(C(=O)c2ccc(O)cc2O)cc1	-4	4	4	-1.5	-13	15	-4	-7	1
O=C(O)c1cc(S(=O)(=O)NCC2CCCO2)ccc1Cl (stereo not given)	5	-5	8	-0.12	12	-5	-1	-5	1
Cn1c(=O)cc(OCC(=O)NCCCN2CCN(c3ccccc3F)CC2)c2ccccc21	5	-6	7	1.6	.	8	-4	-12	-4
CCCNC(=O)CN(C)S(=O)(=O)c1c(C)cc(C)cc1C	-3	3	-2	0.25	-1	-10	6	-12	-3
Cc1ccc(Cn2c(=O)c3ccccc3n3c(CCC(=O)O)nnc23)cc1	7	-8	9	.	-5	5	0	-12	-4
Cc1nn(Cc2ccccc2Cl)c(C)c1C(=O)NC1=NCCS1	-6	7	6	-0.72	-3	11	7	4	3
COc1cc(C(=O)NCCN2CCCC2)cc(OC)c1OC	-13	12	9	-0.62	-12	-8	3	-11	0
CCC(=O)Nc1ccccc1C(=O)OCC(=O)c1ccc2ccccc2c1	-8	7	16	-0.57	-6	4	-1	-8	-1
Cc1ccn2cc(CCNC(=O)C3CCCCC3)nc2c1	-3	2	2	.	2	17	-1	-13	-2
COc1ccc(C2(O)CCN(Cc3nnnn3Cc3ccc(F)cc3)CC2)cc1	-2	2	4	0.01	-31	-29	-3	10	4
COC(=O)C1=CN(CC2CCCO2)C=C(C(=O)OC)C1c1cc(OC)c(OC)c(OC)c1 (stereo not given)	-14	14	5	-3	-12	-11	-3	-5	-1
CSc1nncc(=O)[nH]1	3	0	3	0.7	16	-14	-8	2	0

Ordered by SMILES length (ascending): 12 of the compounds above
SMILES	LYP act	LYP inh 2	Rev-RRE block	PTK2B oligo ant	cytoskel mod	Plk1 PBD FP	EphB4 antag	PLK1 inh	FAK inh
CSc1nncc(=O)[nH]1	3	0	3	0.7	16	-14	-8	2	0
Cc1ccn2cc(CCNC(=O)C3CCCCC3)nc2c1	-3	2	2	.	2	17	-1	-13	-2
Cc1nn(C)c(C)c1CN(C)C(=O)CCCC(=O)O	6	-6	3	1.5	-2	2	3	-18	1
Cc1ccc(SC(C)c2nc(-c3cccnc3)no2)cc1 (stereo not given)	2	-3	17	0.1	-3	3	-2	-14	0
Cc1cc(Cl)ccc1NC(=O)CCCN1C(=O)CCC1=O	-14	15	10	-0.15	12	8	5	-15	0
O=C(NCC(c1cccs1)N1CCOCC1)c1ccc(Br)o1 (stereo not given)	-2	1	-3	0.53	-6	-21	0	-13	0
CCCNC(=O)CN(C)S(=O)(=O)c1c(C)cc(C)cc1C	-3	3	-2	0.25	-1	-10	6	-12	-3
CCC(=O)Nc1ccccc1C(=O)OCC(=O)c1ccc2ccccc2c1	-8	7	16	-0.57	-6	4	-1	-8	-1
Cc1ccc(Cn2c(=O)c3ccccc3n3c(CCC(=O)O)nnc23)cc1	7	-8	9	.	-5	5	0	-12	-4
COC(=O)c1cc(Cl)c(NC(=O)/C=C/c2ccc(Cl)cc2Cl)cc1OC	4	0	2	0.48	17	0	-1	-12	-2
Cn1c(SCC(=O)NCc2ccc3c(c2)OCO3)nnc1-c1c[nH]c2ccccc12	12	-16	-2	-0.14	10	4	-4	-1	2
COC(=O)C1=CN(CC2CCCO2)C=C(C(=O)OC)C1c1cc(OC)c(OC)c(OC)c1 (stereo not given)	-14	14	5	-3	-12	-11	-3	-5	-1

Random draw from the library; 3.5% or so of the library scored in one or more.
